# JMJD2E inh = JMJD2E (human) inhibition | JMJD2E catalytic domain, FDH-coupled NADH fluorescence (FDH is formaldehyde dehydrogenase) | Potency, µM (top dose mostly 57.1 µM), for the others: at the highest dose activity change, negative = inhibition, hits mostly inhibitors | 230,000 tested, 1.6% active | AID 2147; active = well fitted inhibition curve with a large enough effect, not every such curve was filed as active; inconclusive = small, poorly fitted or top-dose-only effect, or another doubt; inactive = no such curve, though single readings can be large or run the other way;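 also: 0% = wells with enzyme and -100% = buffer wells without enzyme; nearly all actives have a fitted effect of over 50% in size; many of its hits are not listed in these tables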
# Target sequence (B2RXH2 1-337 limits assumed): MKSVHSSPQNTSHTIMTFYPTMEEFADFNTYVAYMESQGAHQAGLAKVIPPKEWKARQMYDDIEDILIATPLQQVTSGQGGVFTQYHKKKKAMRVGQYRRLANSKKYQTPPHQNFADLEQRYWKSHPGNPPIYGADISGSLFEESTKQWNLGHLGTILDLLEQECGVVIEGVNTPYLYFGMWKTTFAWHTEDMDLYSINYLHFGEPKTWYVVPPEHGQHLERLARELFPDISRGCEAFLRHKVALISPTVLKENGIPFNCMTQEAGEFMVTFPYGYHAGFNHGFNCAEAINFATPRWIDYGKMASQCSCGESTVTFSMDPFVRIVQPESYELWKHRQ
# SMN2 splice up = increases expression of the SMN2 splice variant | AID 1458 | Potency, µM (doses to about 46.1 µM), inactives show top-dose activity change, positive = activation, usual class: activators | HEK293 SMN2-luciferase splicing reporter, luminescence, 30-36 h | 210,000 tested, 2.8% active; also: % of control where 0% means no effect; nearly all actives have a fitted effect of over 55% in size
#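 qHTS luciferase splicing reporter: luminescence rises when SMN2 exon 7 is included in transfected HEK293 cells. Compound exposure lasted 30-36 h at 37C, with 4.5 mM final sodium butyrate as control, followed by a ONE-Glo read.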
# Luc counter = Kinase-Glo luciferase inhibition (counter-screen); Q27757; Kinase-Glo luciferase, ATP luminescence, 8 min; Potency, µM (doses to about 38.3 µM), inactives show at the highest dose activity change, negative = inhibition, actives largely listed as inhibitors; 200,000 tested, 0.28% active; AID 1379; also: % is scaled to controls: 0 for no effect and ±100 for the full control effect; nearly all actives have a fitted effect of over 60% in size
#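 Luminescence was the read-out, taken after 8-minute incubation at ambient temperature. Luciferase turned over luciferin with 10 uM ATP in imidazole pH 7.2 buffer containing KCl, MgCl2, Tween 20 and BSA.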
# Tau ThT inhib = tau fibrillization inhibition (ThT binding) | recombinant tau K18 P301L, heparin-induced fibrillization, ThT fluorescence | 270,000 tested, 2.1% active | AID 1460 | P10636 | Potency, µM (doses to about 57.4 µM), inactives show top-dose activity, negative = inhibition, actives largely listed as inhibitors; also: % is scaled to controls: 0 for no effect and ±100 for the full control effect; nearly all actives have a fitted effect of over 55% in size
# Target sequence (P10636 561-689 P618L limits assumed): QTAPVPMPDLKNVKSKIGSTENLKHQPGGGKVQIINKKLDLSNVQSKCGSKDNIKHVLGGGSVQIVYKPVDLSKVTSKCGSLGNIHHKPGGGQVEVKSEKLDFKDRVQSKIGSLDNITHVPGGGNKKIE
#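 Using a mix of unlabeled (15 uM) and Alexa 594-labeled (0.24 uM) tau K18 P301L, heparin-triggered fibrillization over 6 hr at 37 C was scored by ThT fluorescence.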
# L3MBTL1 block = inhibitors of human L3MBTL1; AlphaScreen L3MBTL1–H3K9me1 peptide binding; Potency, µM (top dose mostly 57.1 µM), for the others: top-dose activity, negative = inhibition, hits mostly inhibitors; AID 485360; 230,000 tested, 0.66% active; Q9Y468; also: % is scaled to controls: 0 for no effect and ±100 for the full control effect; nearly all actives have a fitted effect of over 60% in size
#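 AlphaScreen assay: L3MBTL1 (50 nM final) was preincubated 30 min at room temperature with biotinylated H3(1-15)K9me1 peptide (75 nM final), then 30 min with library compounds; streptavidin donor and nickel chelate acceptor beads (10 ug/mL final) added, 30 min dark.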
# LMNA splice mod = LMNA splicing modulation; HeLa LMNA splicing GFP/RFP minigene ratio, 48 h; Potency, µM (titrated, usually from 46.1 µM), inactives show at the highest dose ratio change, negative = inhibition, hits mostly inhibitors; 200,000 tested, 0.01% active; active = well fitted inhibition curve with a large enough effect in the signal ratio, with a control signal flat, not every such curve was filed as active; inconclusive = small, poorly fitted or top-dose-only effect, or effect the other way, or a change in a side signal; the % refers to the signal ratio; also: % is scaled to controls: 0 for no effect and ±100 for the full control effect
#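 S3 HeLa stable clones carrying a lamin A-EGFP splicing minigene plus DsRed2 were seeded at 600 cells/well in Opti-MEM with 2% FBS, pin-dosed and incubated 48 h at 37°C. Acumen cytometry (488 nm) gave the GFP/RFP total-intensity ratio.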
# RECQ1 inh = inhibitors of human RECQ1 DNA helicase; Potency, µM (titrated, usually from 57.3 µM), inactives show at the highest dose activity, negative = inhibition, most hits filed as inhibitors; 240,000 tested, 0.54% active; RECQ1 DNA unwinding, red fluorescence kinetic read;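 also: plate controls were vehicle for no effect and no enzyme for full effect; nearly all actives have a fitted effect of over 30% in size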
#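 50 nM RECQ1T1 preincubated 15 min with compound in Tris pH 8.0 buffer with MgCl2, DTT, Tween-20 and 2.5 ug/ml poly(dI-dC); started with 200 nM TAMRA/BHQ-2 forked duplex and 2 mM ATP. Unwinding read as fluorescence (525/598 nm), two reads 2 h apart.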
# ALDH1A1 block = ALDH1A1 (human) enzyme inhibition; P00352; Purified ALDH1A1, NADH fluorescence, propionaldehyde substrate; Potency, µM (top dose mostly 75.3 µM), without a hit: top-dose activity, negative = inhibition, usual class: inhibitors; 220,000 tested, 7.3% active; AID 1030; active = well fitted inhibition curve with a large enough effect, not every such curve was filed as active; inconclusive = small, poorly fitted or top-dose-only effect, or another doubt; inactive = no such curve, though single readings can be large or run the other way;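 also: plate controls were no enzyme wells and a reference inhibitor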
# Target sequence (P00352 whole entry, looked up): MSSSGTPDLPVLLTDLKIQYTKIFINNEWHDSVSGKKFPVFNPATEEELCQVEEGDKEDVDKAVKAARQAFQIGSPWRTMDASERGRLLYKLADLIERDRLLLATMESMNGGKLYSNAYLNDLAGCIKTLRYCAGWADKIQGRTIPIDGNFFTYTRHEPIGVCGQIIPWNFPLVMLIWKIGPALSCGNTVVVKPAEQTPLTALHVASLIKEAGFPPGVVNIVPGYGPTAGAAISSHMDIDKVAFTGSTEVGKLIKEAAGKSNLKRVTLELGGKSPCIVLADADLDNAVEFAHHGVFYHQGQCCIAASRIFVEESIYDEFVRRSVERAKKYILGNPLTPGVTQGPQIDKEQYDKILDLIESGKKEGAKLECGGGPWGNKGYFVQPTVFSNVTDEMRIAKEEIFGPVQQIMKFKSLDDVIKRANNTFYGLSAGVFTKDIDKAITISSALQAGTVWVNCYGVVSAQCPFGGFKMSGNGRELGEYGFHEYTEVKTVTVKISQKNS
# * marks the source's active call; other numbers are inactive results; i = inactive; ? = inconclusive; nt = not tested or not shown; & = joins results of further samples; [ ] = dose if it differs, or a comment. Unless noted, calls follow the shape of the dose curve; as a rule, active = well fitted curve in the direction sought with a large enough effect; inconclusive = small, poorly fitted or top-dose-only effect, or another doubt; inactive = no such curve, though single readings can be large; an effect the other way counts as inactive or inconclusive. Potency is read from the fitted curve at half-maximal effect.
nr	Structure	ALDH1A1 block	Luc counter	RECQ1 inh	LMNA splice mod	Tau ThT inhib	JMJD2E inh	SMN2 splice up	L3MBTL1 block
1	Cc1nn(C)cc1CNCc1ccc(OCC(O)CN(C)Cc2ccccc2)cc1 (stereo unspecified)	?	0%	i	16%[46 µM]	4%	0%	nt	3%
2	N#CC1=C(N)OC2=C(C(=O)CCC2)C1c1ccoc1 (stereo unspecified)	-10%	-2%	-10%	nt	-14%	-11%	nt	15%
3	CC(C)Oc1cc(N)c(Cl)cc1Cl	12%	3%	-10%	-12%[9.22 µM]	-1%	9%	5%	-2%
4	Cc1cc2oc(C(=O)N(Cc3ccccc3)C3CCS(=O)(=O)C3)cc(=O)c2cc1Cl (stereo unspecified)	-12%	-4%	i	9%	-13%	4%	0%	nt
5	CN(C1CCCCC1)S(=O)(=O)c1ccc(C(=O)N2CCN(c3nc4ccccc4s3)CC2)cc1	4%	2%	-3%	-7%	-10%	6%	-66%[inhibitor]	4%
6	CCc1ccc(C(=O)CSc2nnc(C)c(=O)[nH]2)cc1	-3%	4%	-1%	-7%	-2%	7%	25%	nt
7	Cc1ccccc1-n1ncc2c(SCC(=O)NCc3cccs3)ncnc21	?	-10%	-15%	?	-8%	1%	0%	6%
8	C=CCSc1nc2sc3c(c2c(=O)n1CC=C)CCc1ccccc1-3	-5%	-1%	7%	-15%	-3%	-19%	-20%	15%
9	CCNc1ncc2nc(-c3cc(F)cc(F)c3)c(=O)n(-c3ccc(OC)cc3)c2n1	?	1%	-6%	nt	nt	nt	1%	nt
10	Oc1ccc2ccccc2c1C=NC1CCCCC1	?	nt	-17%	nt	25µM*	-21%	nt	nt
11	C=C(C)CNC(=S)N/N=C(\C)c1ccc(OC)cc1	8%	0%	-1%	?	-11%	-3%	2%	-8%
12	N#Cc1c(OCC(=O)c2ccccc2)nc2c(c1-c1ccco1)CCc1ccccc1-2	?	-4%	-5%	-9%	0%	?	-15%	-17%
13	O=C(CCc1ccccc1)NNc1ccc(F)cc1	-1%	nt	-11%	?	-9%	-17%	nt	2%
14	CCCCn1c(SC(C)C(=O)c2ccc(OC)cc2)nc2cc(S(N)(=O)=O)ccc21 (stereo unspecified)	-10%	-4%	-7%	14%	-9%	9%	-7%	-3%
15	CC1CCN(C(=O)CSCC(=O)O)CC1	?	-5%	11%	nt	-4%	-28%	-3%	-4%
16	O=C(COc1ccc(S(=O)(=O)NC2CCCCC2)cc1Cl)NCc1cccnc1	-13%	6%	1%	-1%	-12%	10%	2%	13%
17	FC(F)(F)c1ccc(/C=N/N2CCN(Cc3cccc4ccccc34)CC2)cc1	-2%	4%	-5%	1%	-11%	-1%	-11%	8%
18	COc1ccc(C(=O)Nc2sc3c(c2C(=O)NCc2ccco2)CCCC3)cc1OC	?	1%	-4%	10%	-15%	?	-5%	nt
19	O=C(CCC(=O)N1CCN(S(=O)(=O)c2cccc(F)c2)CC1)c1cccs1	-15%	2%	-6%	nt	8%	-10%	1%	-7%
20	COc1cc(NC(=O)CN(C)Cc2cccc(F)c2)c(C)cc1[N+](=O)[O-]	11%	0%	8%	nt	-2%	10%	-8%	5%
21	Cc1ccnc(SCC(=O)N2CCC(C(N)=O)CC2)n1	-1%	-5%	-2%	5%	-10%	2%	-4%	-2%
22	Fc1ccccc1N1CCN(C(c2ccncc2)c2nnnn2C2CCCC2)CC1 (stereo unspecified)	25µM*	-1%	i	2%	-17%	-20%	4%	-1%
23	Cc1ccc(S(=O)(=O)N2CCN(Cc3cc(C(C)C)ccc3O)CC2)cc1	-9%	2%	0%	?	-7%	-2%	-28%	-1%
24	COC(=O)CC(=O)CSc1nc2c(cc1C#N)CCCCC2	?	3%	-4%	8%	?	-179%	?	6%
25	O=C(CSc1nnc(CNC(=O)c2ccco2)o1)NC1CCCC1	?	1%	i	7%	9%	3%	-4%	nt
26	CCOc1ccc2oc(C(=O)NC3CCN(Cc4ccccc4)CC3)c(C)c2c1	?	4%	-3%	?	-8%	?	-39%[inhibitor]	-10%
27	CC(=O)OCCCN1c2ccccc2Nc2nnc(-c3ccccc3)cc21	0%	-7%	-12%	7%	-4%	-5%	14µM*	-3%
28	Cc1cc(C)nc(NS(=O)(=O)c2ccc(NC(=O)CSc3ncn[nH]3)cc2)n1	-6%	3%	i	4%[46 µM]	0%	5%	-9%	4%
29	Cc1ccc(NC(=O)Cc2ccccc2Cl)cc1S(=O)(=O)N(C)C	?	-3%	-14%	?	8%	0%	nt	12%
30	O=C(O)CSCC(=O)NCc1ccccc1Cl	-6%	2%	i	nt	12%	1%	-5%	50%[activator]
31	Cc1ccc2[nH]c(=O)c(C(c3nnnn3CCc3ccccc3)N3CCOCC3)cc2c1 (stereo unspecified)	?	0%	i	6%	-4%	?	-7%	-4%
32	O=S(=O)(Cc1ccccc1)N1CCc2ccccc2C1	3%	-2%	-1%	4%	-8%	1%	-19%	2%
33	COC(CNC(=O)c1c[nH]c2ccc(S(=O)(=O)N3CCC4(CC3)OCCO4)cc2c1=O)OC	?	12%	-2%	-3%	5%	?	3%	-4%
34	Cc1ccc(-c2nc3ccccc3o2)cc1NC(=S)NC(=O)c1cc2ccccc2o1	?	3%	-4%	-7%	11%	-3%	?	-4%
35	CCCOC(=O)Nc1nnc(CCC)s1	9%	-4%	-7%	-10%	-9%	-14%	16%	nt
36	O=C(C[n+]1ccccc1)Nc1ccccc1Br	1.8µM*	-2%	-1%	nt	-1%	-7%	nt	?
37	COc1ccc(/C=C/CN2CCN(Cc3ccc(C)cc3)C(CCO)C2)cc1 (stereo unspecified)	-2%	-1%	i	nt	-3%	-11%	-27%	nt
38	C=CC(C)(C)c1cc2cc3ccoc3cc2oc1=O	-6%	1%	-4%	-12%	-11%	-11%	-11%	19%
39	Cc1nc(N2CCN(c3ccccc3)CC2)[nH]c(=O)c1Cc1cccc2ccccc12	4%	-5%	i	8%	-7%	3%	-9%	-4%
40	N#Cc1ccc(NC(=O)COC(=O)CCc2nc3ccccc3c(=O)[nH]2)cc1	nt	nt	-1%	nt	-11%	-7%	nt	7%
41	COc1ccc(/C(C)=N/NC(=O)Cc2c(C)nc(C)[nH]c2=O)cc1	-7%	-4%	2%	1%	-12%	4%	-11%	-4%
42	CCN(CC)C(=O)CSc1nnc(-c2cccs2)n1Cc1ccco1	-1%	-2%	-17%	5%	-2%	0%	-1%	-6%
43	Cn1cccc1C(=O)N1CCC2(CCCN(c3ccncc3)C2)CC1	6%	0%	-6%	nt	nt	nt	-4%	nt
44	Cn1cc(C(=O)NCc2ccc(F)cc2)c(=O)c2cc(S(=O)(=O)N3CCCCC3)ccc21	-3%	3%	-19%	-2%	8%&-8%	-3%	-5%&-10%	-4%
45	C(=N\NC1=Nc2cccc3cccc1c23)/c1ccccn1	4%	-3%	-22%	?	2.8µM*	?	-44%[inhibitor]	-28%
46	CN1CCN(C(=O)C2=C[C@H](c3csc4ccccc34)C[C@H](OCCCCO)O2)CC1	-10%	nt	i	nt	-17%	22µM*	nt	8%
47	C1=C(C(c2nnnn2C2CCCCC2)N2CCCCC2)COc2ccccc21 (stereo unspecified)	-2%	-3%	-1%	8%	-12%	3%	-26%	4%
48	CC(C)(C)c1cc(/C=C(\C#N)C(N)=S)cc(C(C)(C)C)c1O	2.8µM*	-7%	?	?	?	?	-41%&-60%&-29%[inhibitor]	nt
49	CC(=N\Nc1ccc(Cl)cc1)/C(=N/O)C(=O)Nc1ccccc1	2%	2%	?	-2%	-14%	0%	-2%	-2%
50	CCCCOc1ccc(NC(=O)CCSc2nccn2C)cc1	-1%	4%	i	7%[46 µM]	-1%	1%	0%	-6%
51	Nc1ccn(Cc2ccccc2)n1	5%	0%	-3%	nt	-2%	10%	-5%	-19%
52	Cc1ccc(Nc2nnc(SCC(=O)Nc3cccc(S(=O)(=O)NC4=NCCCCC4)c3)s2)cc1	-13%	-2%	6%	?	-10%	0%	12%	-7%
53	CCCCNC(=S)NCCN1CCN(C(=S)NCCCC)CC1	-3%	3%	-11%	9%[46 µM]	2%	-3%	?	-2%
54	COc1ccc(C(=O)N/C(=C\c2cccc3ccccc23)C(=O)NCCc2c[nH]c3ccccc23)cc1OC	-4%	-1%	-2%	-5%	7%	16%	-12%	23%
55	CCOCCCn1c(SCc2nc3ccccc3s2)nc2ccccc2c1=O	0%	-5%	8%	?	2%	-3%	-109%[inhibitor]	-35%
56	Cc1ccc(C(=O)Nc2nnc(-c3cccs3)s2)cc1C	-7%	-6%	-3%	-11%	4%	?	?	1%

# Compound activity (PubChem BioAssay)

# Only part of the results is shown, so the mix of outcomes need not match the whole.
